# Tau fibril ThT = qHTS for Inhibitors of Tau Fibril Formation, Thioflavin T Binding; recombinant tau K18 P301L, heparin-induced fibrillization, ThT fluorescence; Potency, µM (doses to about 57.4 µM), for inactives: top-dose activity, negative = inhibition, usual class: inhibitors; 270,000 compounds, 2.1% hits; AID 1460, 2008; also: nearly all actives have a fitted effect of over 55% in size
# Target sequence (P10636 561-689 P618L limits assumed): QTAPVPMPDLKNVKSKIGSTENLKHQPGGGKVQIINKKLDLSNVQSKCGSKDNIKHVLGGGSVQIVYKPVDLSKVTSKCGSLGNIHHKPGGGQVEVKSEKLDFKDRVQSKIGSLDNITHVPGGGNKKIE
#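 Aggregation was driven by heparin (20 uM final) acting on recombinant tau […] bearing P301L in 100 mM sodium acetate pH 7; fibrils were detected with Thioflavin T.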
# Tau fluor counter = Counterscreen qHTS for Inhibitors of Tau Fibril Formation, Fluorescence Polarization | 280,000 compounds, 0.93% hits | AID 1463, 2008 | tau K18 P301L Alexa594 fluorescence, heparin fibrillization | Potency, µM (top dose mostly 57.7 µM), for inactives: at the highest dose activity change, negative = decrease; also: nearly all actives have a fitted effect of over 55% in size
#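 Human tau K18 P301L (15 uM unlabeled, 0.24 uM Alexa 594-labeled) in 100 mM sodium acetate pH 7 with 20 uM heparin, 6 hr at 37 C. ThT 30 uM added, 1 hr ambient; Alexa 594 FP and total fluorescence read at 555/632 nm.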
# L3MBTL1 block = qHTS Assay for the Inhibitors of L3MBTL1; Lethal(3)malignant brain tumor-like protein 1 (Homo sapiens), Q9Y468; AlphaScreen L3MBTL1–H3K9me1 peptide binding; Potency, µM (titrated, usually from 57.1 µM), inactives show at the top dose activity, negative = inhibition, most hits filed as inhibitors; 230,000 compounds, 0.66% hits; AID 485360, 2010; also: nearly all actives have a fitted effect of over 60% in size
#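 AlphaScreen assay: L3MBTL1 (50 nM final) was preincubated 30 min at room temperature with biotinylated H3(1-15)K9me1 peptide (75 nM final), then 30 min with library compounds; streptavidin donor and nickel chelate acceptor beads (10 ug/mL final) added, 30 min dark.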
# TexasRed fluor = Total Fluorescence Counterscreen for Inhibitors of the Interaction of Thyroid Hormone Receptor and Steroid Receptor Coregulator 2 | TRb/SRC2 Texas Red total fluorescence interference | Potency, µM (series often up to 106 µM), for inactives: top-dose fluorescence change, negative = quenching | 280,000 compounds, 0.29% hits | AID 1479, 2009; active = well fitted curve in either direction with a large enough effect; inconclusive = small, poorly fitted or top-dose-only effect
#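 Flags fluorescent or light-absorbing compounds by total fluorescence, S + 2P, at 555 nm excitation and 632 nm emission. Mixture: 20 nM Texas Red SRC2 peptide, 0.6 uM human TRb LBD, 1 uM T3, 5% DMSO; compound exposure 5 h at ambient temperature.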
# GLA spleen mod = qHTS Assay for Inhibitors and Activators of Human alpha-Galactosidase From Spleen Homogenate; Alpha-galactosidase A (Homo sapiens), P06280; Potency, µM (top dose mostly 80 µM), for inactives: top-dose activity change, negative = inhibition, actives largely listed as inhibitors; 240,000 compounds, 0.008% hits; AID 2107, 2009; human spleen homogenate, 4MU-alpha-Gal fluorescence, 40 min;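 also: 0% = enzyme with vehicle and -100% = no enzyme basal signal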
# Target sequence (P06280 32-429 limits assumed): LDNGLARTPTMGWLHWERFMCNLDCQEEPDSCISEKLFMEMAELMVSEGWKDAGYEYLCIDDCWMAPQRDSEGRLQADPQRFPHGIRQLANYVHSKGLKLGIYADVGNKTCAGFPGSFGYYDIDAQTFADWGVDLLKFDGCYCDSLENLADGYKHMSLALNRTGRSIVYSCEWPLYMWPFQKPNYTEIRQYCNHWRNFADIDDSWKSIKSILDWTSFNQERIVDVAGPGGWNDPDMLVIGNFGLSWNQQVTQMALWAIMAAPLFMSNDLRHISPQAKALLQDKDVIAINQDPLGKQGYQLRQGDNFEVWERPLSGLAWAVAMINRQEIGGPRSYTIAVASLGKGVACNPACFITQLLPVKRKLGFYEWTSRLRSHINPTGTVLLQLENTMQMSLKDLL
#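 qHTS titration in buffer at pH 5.0. Alpha-galactosidase activity in spleen homogenate was measured via 4-methylumbelliferone release from 1 mM fluorogenic substrate after 40 min at 37C and a pH 10 stop. AC50 came from Hill fits of control-normalized data.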
# Tau FP inhib = qHTS for Inhibitors of Tau Fibril Formation, Fluorescence Polarization; K18 P301L tau heparin fibrillization, Alexa594 FP, 6 h; Potency, µM (top dose mostly 57.7 µM), for inactives: at the top dose activity, negative = inhibition, usual class: inhibitors; 280,000 compounds, 0.39% hits; also: nearly all actives have a fitted effect of over 55% in size
#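 Compound effects on tau fibrillization are measured by Alexa 594 fluorescence polarization (ex 555, em 632 nm). K18 P301L tau is used at 15 uM with 0.24 uM labeled tracer, and 20 uM heparin induces aggregation over 6 hr at 37 C.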
# ALDH1A1 block = qHTS Assay for Inhibitors of Aldehyde Dehydrogenase 1 (ALDH1A1); Aldehyde dehydrogenase 1A1 (Homo sapiens), P00352; Purified ALDH1A1, NADH fluorescence, propionaldehyde substrate; Potency, µM (series often up to 75.3 µM), for inactives: top-dose activity, negative = inhibition, hits mostly inhibitors; 220,000 compounds, 7.3% hits; AID 1030, 2008; active = well fitted inhibition curve with a large enough effect, not every such curve was filed as active; inconclusive = small, poorly fitted or top-dose-only effect, or another doubt; inactive = no such curve, though single readings can be large or run the other way;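 also: plate controls were no enzyme wells and a reference inhibitor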
# TRb-SRC2 inh = qHTS for Inhibitors of the Interaction of Thyroid Hormone Receptor and Steroid Receptor Coregulator 2 | 280,000 compounds, 0.065% hits | Potency, µM (highest dose often 106 µM), for the others: top-dose activity change, negative = inhibition, most hits filed as inhibitors | TRbeta-SRC2 peptide binding, fluorescence polarization; receptor liganded with 1 µM T3 | Thyroid hormone receptor beta (Homo sapiens), P10828 | AID 1469, 2008;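 also: plate controls were bound peptide for no effect and peptide without receptor for full effect; nearly all actives have a fitted effect of over 50% in size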
# Target sequence (P10828 whole entry, looked up): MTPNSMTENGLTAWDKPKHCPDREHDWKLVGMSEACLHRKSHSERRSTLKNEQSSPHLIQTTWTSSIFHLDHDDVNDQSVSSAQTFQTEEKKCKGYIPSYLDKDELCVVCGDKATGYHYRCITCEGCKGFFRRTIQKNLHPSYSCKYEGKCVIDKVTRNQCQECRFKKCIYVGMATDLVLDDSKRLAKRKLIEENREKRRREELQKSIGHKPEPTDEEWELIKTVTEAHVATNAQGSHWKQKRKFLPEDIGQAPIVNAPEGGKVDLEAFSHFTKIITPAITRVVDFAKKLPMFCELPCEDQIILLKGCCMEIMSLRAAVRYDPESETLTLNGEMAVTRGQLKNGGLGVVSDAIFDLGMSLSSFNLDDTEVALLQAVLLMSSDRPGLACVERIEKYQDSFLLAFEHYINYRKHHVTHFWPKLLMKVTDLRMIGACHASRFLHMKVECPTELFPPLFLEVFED
#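 Binding of a 20-amino-acid Texas Red SRC2 peptide (20 nM) to TRb ligand-binding domain (0.6 uM) with agonist T3 at 1 uM was followed by fluorescence polarization after a 5 hr room-temperature incubation.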
# An asterisk follows results filed as active; ? = inconclusive; · = not tested or not shown; & = joins results of further samples; [ ] = remark or other dose. Unless noted, calls follow the shape of the dose curve; as a rule, active = well fitted curve in the direction sought with a large enough effect; inconclusive = small, poorly fitted or top-dose-only effect, or another doubt; inactive = no such curve, though single readings can be large; an effect the other way counts as inactive or inconclusive. Unless noted, % is scaled to controls: 0 for no effect and ±100 for the full control effect; potency is read from the fitted curve at half-maximal effect. Only part of the results is shown (hit frequency here may not be typical).
Molecule | Tau fibril ThT | Tau fluor counter | L3MBTL1 block | TexasRed fluor | GLA spleen mod | Tau FP inhib | ALDH1A1 block | TRb-SRC2 inh
[N-]=[N+]=CC(=O)OC[C@H](N)C(=O)O | -10% | -7% | 7% | -2% | 10% | 8% | 7% | -3%
CC1(C)Cc2c(C#N)c(N3CCNCC3)nc(-c3ccco3)c2CS1 | -11% | -17% | -7% | 0% | 8% | -17% | · | -2%
COc1ccc(CN2CCCC(C(=O)c3sccc3C)C2)cc1O (stereo unspecified) | -1% | -3% | -10% | 0% | -7% | 0% | 5% | -2%
O=C(CNC(=O)c1ccccc1Cl)Nc1ccc(Br)cc1C(=O)c1ccccc1 | -13% | -23% | -7% | ? | -7% | 0% | -5% | 0%
C=CCn1c(O)c(C=Nc2ccc(N(CC)CC)cc2)c(=O)[nH]c1=O | ? | -18% | -5% | 0% | -2% | -3% | 5% | -5%
O=C1/C(=C/c2cccnc2)N2CCC1CC2 | -7% | -5% | · | -2% | -14% | 0% | -6% | -7%
CCCC[N+]12CCC(CC1)C(C(=O)c1cccs1)C2 (stereo unspecified) | -9% | -5% | 5% | 1% | -7% | -4% | 5% | 0%
O=C1NC(=O)N(c2ccccc2)C(=O)/C1=C\C=C\c1ccccc1 | 11µM* | -22% | ? | -4% | 3% | ? | 10µM* | 4%
N[C@@H](Cc1c[nH]c2ccccc12)c1nnc(SCc2ccccc2)o1 | ? | -28% | -1% | 0% | 6% | 2% | ? | 6%
CCC1(C)CC(C(N)=S)CCO1 (stereo unspecified) | 13µM* | -14% | 2% | -1% | -23% | ? | · | 0%
CC(C)(C)c1ccc(C(=O)C2CCCN(C3CCC3)C2)cc1 (stereo unspecified) | 1% | 0% | -9% | 0%[53 µM] | -3% | -4% | -10% | -1%[53 µM]
Cc1ccc(N=C=O)cc1N=C=O | · | · | · | -4%[201 µM] | -4% | · | -2% | -8%[201 µM]
COc1ccc(C2=C(C(C)=O)Sc3nnc(-c4ccc(Cl)cc4)n3N2C(C)=O)cc1OC | ? | ? | · | 0% | · | ? | · | 0%
CC(=O)N1CN(C(C)=O)CN(C(C)=O)C1 | 2% | 1% | · | 2% | -3% | 0% | 13% | 0%
C[C@@H]1OC=C2[C@@H](O)[C@H]3O[C@H]3C(=O)[C@@]23[C@H]1[C@H]1C2=C([C@@H](O)[C@H]4O[C@@H]4C2=O)[C@@H]3O[C@@H]1C | ? | ? | · | 0%[11.2 µM] | -8%[17.5 µM] | ? | 12%[13.5 µM] | -1%[11.2 µM]
OC[P+](CO)(CO)CO | · | · | · | -6%[201 µM] | 1% | · | 18% | 7%[201 µM]
O=C(/C=C/c1ccccc1)c1c(O)n(CCc2ccccc2)c(=O)[nH]c1=O | ? | -12% | 5% | 2% | 7% | -5% | 1% | 4%
COc1ccc(CN2C(=O)NC(=O)/C(=C/c3ccc([N+](=O)[O-])o3)C2=O)cc1 | 8.9µM* | ? | · | ? | -1% | ? | 18µM* | ·
CNP1(NC)=Nc2nn(-c3ccccc3)c(N)c2C(c2ccccc2)=N1 | -6% | -2% | 0% | 1% | -9% | 5% | -3% | 6%
COc1ccc(C(=O)C2CN(C)CC2C(=O)c2ccc(OC)cc2)cc1 (stereo unspecified) | -22% | -13% | -9% | -6% | -18% | -9% | ? | -4%
COc1ccc(-c2cc(=Nc3ccccc3)c3cc(C)ccc3o2)cc1 | 4% | -4% | 1% | 3% | -4% | 7% | ? | -20%
CN1C(=O)NC(=O)/C(=C\C=C\c2ccccc2[N+](=O)[O-])C1=O | 25µM* | -22% | -1% | -2% | 6% | ? | ? | -8%
Cc1oc(/N=C/c2ccc3c(c2)OCO3)c(C#N)c1C | ? | -6% | -9% | 13% | -3% | 0% | -13% | -6%
C=CCOC(=O)C1=C(C)OC(N)=C(C#N)C12C(=O)N(CN1CCOCC1)c1ccccc12 (stereo unspecified) | 1% | 6% | -2% | 0% | -4% | -1% | 2% | 8%
Cc1ccc(NC(=O)Nc2ccc3nc(N4CCN(C)CC4)cc(C)c3c2)cc1F | 14µM* | 7.1µM*[quencher] | · | -2% | · | ? | · | -5%
O=C(c1c[nH]c2ccc(S(=O)(=O)N3CCC4(CC3)OCCO4)cc2c1=O)N1CCC2(CC1)OCCO2 | -14% | -14% | · | 0% | ? | -2% | ? | -4%
ClCC(Cl)Cl | · | · | · | 0% | -19% | · | -7% | 1%
CCn1c(NN=O)nc2ccccc21 | 28µM* | -11% | ? | -2%[53 µM] | -6% | -2% | ? | 1%[53 µM]
C=CCOc1c(Cl)cc(CNc2ccc3[nH]c(=O)[nH]c3c2)cc1OC | ? | ? | -17% | -2% | 6% | 13% | 1% | -4%
Cn1cccc1CN1CCN(C(=O)COc2ccccc2)CC1 | -13% | -6% | -3% | 3% | 1% | 4% | -4% | -5%
O=C(O)CCCOc1ccc(Cl)cc1Cl | -3% | -3% | · | -6%[201 µM] | 3% | -1% | 13% | 7%[201 µM]
O=P(N[C@@H](c1ccccc1)[C@@H]1C[C@H]1CO)(c1ccccc1)c1ccccc1 | -5%&-2% | -4%&-7% | 1% | 2%&2% | 5%&-2% | -5%&-2% | 10%&-3% | -2%&2%
O=c1oc2ccccc2c(O)c1[C@H]1c2ccc(O)cc2Oc2c1c(=O)oc1ccccc21 | · | -12% | · | -1% | -1% | -4% | · | 4%
COc1ccc(NC(=O)CCc2nc(C3=CCN(Cc4cccc(Cl)c4)CC3)no2)cc1OC | ? | ? | · | -1% | · | 18% | · | -1%
Cc1nnc2n1-c1ccc(Br)cc1C(c1ccccc1Cl)=NC2 | -2% | 0% | 3% | -6% | 2% | 2% | 11% | -2%
Cc1ccccc1-n1c(O)c(C=Nc2ccc(N(C)C)cc2)c(=O)[nH]c1=O | 28µM* | ? | -8% | 13% | -17% | ? | -13% | -29%
CCCCC(C)C(OC(=O)CC(CC(=O)O)C(=O)O)C(CC(C)CC(O)CCCCC(O)CC(O)C(C)N)OC(=O)CC(CC(=O)O)C(=O)O (stereo unspecified) | -16% | -8% | -23% | -9% | -4% | -2% | 5% | 0%
COc1ccccc1CN1CCN(C(=O)COc2ccccc2)CC1 | -9% | -5% | 11% | -1% | 3% | 4% | ? | -6%
Cc1cccc(-n2c(O)c(C=NCc3cccnc3)c(=O)[nH]c2=O)c1C | -6% | -3% | -2% | -12% | 11% | -14% | -2% | 0%
NNP(=O)(CC(=O)c1ccccc1)c1ccccc1 (stereo unspecified) | -9% | -6% | 8% | -3% | 1% | -6% | · | 6%
O=C(N/N=C/c1c(O)n(CCc2ccccc2)c(=O)[nH]c1=O)c1ccccc1O | · | 12%[0.0958 µM] | · | -6% | -6% | 9%[0.0958 µM] | · | 0%
O=C(Nc1nccs1)C(Cl)(Cl)Cl | -9% | -4% | 1% | -6% | 6% | -5% | 0% | 4%
O=c1c2ccccc2nc(-c2ccc(Cl)cc2Cl)n1-c1ccncc1 | -10% | -14% | 7% | 2% | 6% | -7% | -6% | -11%
O=C1NC(=O)C(=Cc2ccc(SC3CCCCC3)o2)C(=O)N1 | ? | -4% | ? | 0% | -1% | -4% | 25µM* | 3%
Cc1cc(/C=C2\C(=O)NC(=O)N(Cc3ccco3)C2=O)c(C)n1-c1ccc(C(=O)O)cc1 | ? | -10% | 28µM* | -3% | 2% | -7% | · | 4%
CC(=O)NBr | -3% | -4% | · | 2% | -2% | -3% | 5% | 1%
O=C(NC(=O)c1c(F)cccc1F)Nc1ccc(Cl)cc1 | 11% | -4% | · | 2%[201 µM] | 9% | -7% | -1% | -1%[201 µM]
NCCc1c[nH]c2ccc(OCc3ccccc3)cc12 | -19% | 13µM*[quencher] | -1% | -1% | -8% | 8% | · | -2%
CC(C)N1C(=O)CC2(CC[N+](C)(CCOC(=O)C(O)(c3ccccc3)c3ccccc3)CC2)C1=O (stereo unspecified) | 3% | 3% | -3% | 0% | 11% | 1% | ? | 4%
NC(N)=Nc1ccc2[nH]c3c(c2c1)C[C@]1(O)[C@@H]2Cc4ccc(O)c5c4[C@]1(CCN2CC1CC1)[C@@H]3O5 | -9% | -13% | · | -1% | -13% | -6% | 25µM* | 8%
O=C(O)c1nn(Cc2ccc(Cl)c(Cl)c2)c2ccccc12 | -4% | -2% | · | -1% | 17% | -1% | 6% | -1%
Cc1cccc(-n2c(-c3cccs3)nc3ccccc3c2=O)c1 | 9% | 5% | ? | 10% | 2% | 5% | 0% | 9%
CN(C)CCCN=Cc1c(O)n(Cc2ccco2)c(=O)[nH]c1=O | -12% | -19% | · | -2% | 3% | 4% | -2% | 2%
CC(C)CC(C)Nc1ccc(Nc2ccccc2)cc1 (stereo unspecified) | · | · | · | 2% | -4% | · | 14µM* | 2%
COc1cc(CNCCc2ccc3c(c2)OCO3)cc(OC)c1OC | 0% | 0% | -1% | 0% | 6% | 1% | ? | 12%
Cc1ccc2c(c1)=NC(=O)/C(=C/c1c(O)[nH]c(=O)[nH]c1=O)C=2 | -11% | 3% | · | 0% | 3% | 1% | · | 5%
O=C(Nc1ccon1)c1cccn(Cc2cccc(Cl)c2)c1=O | 1% | -10% | · | -2% | · | -8% | · | 5%
CNC(=O)OCc1n(C)cc[n+]1C | 10% | 13% | 9% | 0% | 3% | 0% | -14% | 4%
Cn1c(O)c(C(c2ccccn2)c2c(O)n(C)c(=S)[nH]c2=O)c(=O)[nH]c1=S | ? | -12% | 3% | -6% | -5% | -14% | -12% | 0%
